Bioassay records from PubChem.
esBAF inh: SWI/SNF esBAF complex inhibition; mouse ES cells, Bmi1-luciferase knock-in reporter, 24 h; 100% = twice the neutral-well signal; reporter increase, % at 12.5 µM; 2% of 350,000 active; AID 602393; in the data active = activation above about 40%;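 also: 0% = median of the plate's neutral control wells and 100% = double that signal; a rise in the Bmi1 reporter signal indicates esBAF inhibition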
GSIS activator: GLuc luminescence reporter in INS-1E cells, primary screen for activators of glucose-dependent secretion of insulin; INS-1E GLuc reporter insulin secretion, 2-3 h; activation, % at 16.6 µM; 0.61% of 370,000 active; AID 743287;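 active = lowest replicate activation of at least 40%, so every replicate reaches that level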;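 also: 0% = median of neutral control wells and 100% = median of IBMX positive control wells; some compounds called inactive have numbers as strong as hits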
ERAP1 inh: ERAP1 (human) enzyme inhibition | Q9NZ08 | recombinant ERAP1, Leu-AMC fluorescence, 60 min | AID 652197 | 0.15% of 340,000 active | inhibition, % at 10.7 µM;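 active = mean replicate inhibition of at least 30%, or all replicates individually reaching that 30% level; inactive = mean below 30% and not every replicate reaching it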;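 also: 0% = neutral control wells and 100% = L-leucinethiol positive control wells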
ARNT TACC3 PPI: disrupts binding between human ARNT and TACC3. Q9Y6A5. 0.66% of 390,000 active. inhibition, % at 9.99 µM. AID 623870. AlphaScreen His-ARNT PAS-B/GST-TACC3 binding, luminescence; TACC3 fragment carries E629A point mutation;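 active = mean inhibition of replicates at least 50% and at least half of replicates each reaching 50%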;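 also: 0% = complete ARNT plus TACC3 wells and 100% = ARNT alone without TACC3; many hits fall short of the cut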
RAD54 branch: blocks human RAD54 Holliday junction branch migration. AID 602329. Q92698. 0.14% of 360,000 active. inhibition, % at 10.4 µM. FAM/BHQ fluorescence;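 active = mean normalized replicate activity at least 40 and at least half of replicates scoring 40 or more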;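 also: 0% = median of neutral control wells and 100% = median of positive control wells; inhibitors cause a drop in the FAM fluorescence signal; in these data hits start at about 50%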
F508del corr: correctors of CFTR F508del function in bronchial epithelial cells; AID 720511; 0.36% of 350,000 active; CFBE cells, YFP halide quenching; stimulated with forskolin plus potentiator P3; % fluorescence drop versus neutral controls; activity (quench increase), % at 7.58 µM;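 active = mean added fluorescence quench of at least 8% versus neutral control, with both replicates also reaching 8%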;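 also: cells transiently co-express mutant CFTR-F508del with the halide-sensitive YFP; corrector assay measuring rescue of mutant channel to the surface after 24 h compound exposure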
RAD52 anneal inh: blocks human RAD52 DNA annealing; inhibition, % at 18.7 µM; recombinant RAD52 DNA annealing, FRET fluorescence; P43351; 0.46% of 360,000 active;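 active = every replicate showing at least 50% inhibition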
Target sequence (P43351 whole entry, looked up): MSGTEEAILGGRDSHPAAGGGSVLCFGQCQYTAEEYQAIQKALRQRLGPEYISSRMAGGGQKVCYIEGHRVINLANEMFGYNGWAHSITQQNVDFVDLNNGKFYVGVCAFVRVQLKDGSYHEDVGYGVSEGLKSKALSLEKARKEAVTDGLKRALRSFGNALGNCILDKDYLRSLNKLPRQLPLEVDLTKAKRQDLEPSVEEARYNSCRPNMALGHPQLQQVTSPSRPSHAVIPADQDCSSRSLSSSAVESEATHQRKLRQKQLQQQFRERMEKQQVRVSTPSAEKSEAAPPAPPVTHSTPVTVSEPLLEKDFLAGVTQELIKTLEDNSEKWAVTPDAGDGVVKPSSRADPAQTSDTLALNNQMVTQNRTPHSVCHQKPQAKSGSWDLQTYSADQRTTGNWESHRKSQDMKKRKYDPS
XiGFP reactiv: X-chromosome reactivation activator | XiGFP mouse fibroblasts, % GFP-positive cells imaging, 3 d; cells co-treated with 5-aza-dC sensitizer; scaled so ellipticine positive control = 100% | activation, % at 7.58 µM | 0.055% of 360,000 active;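 active = mean normalized replicate activation at least 10% and every replicate at or above 10%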;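 also: 0% = median of on-plate neutral control wells and 100% = ellipticine 6 µM median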
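Material: SV40-immortalized XiGFP fibroblast cells, line 68-5-11 | Buffer or medium: DMEM containing 5-aza-dC | Dosing: One concentration, pinned | Times: 3 d treatment, 15 min room-temperature fixation | Controls: Ellipticine 6 µM positive control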
Starred values were filed as active, the others as inactive; · = no result given.

compound	esBAF inh	GSIS activator	ERAP1 inh	ARNT TACC3 PPI	RAD54 branch	F508del corr	RAD52 anneal inh	XiGFP reactiv
Cc1ccc(C(=O)N/N=C\c2ccc(-c3ccc([N+](=O)[O-])cc3)o2)cn1	4	3	·	1	·	1.2	-193	0.9
CCOC(=O)c1c(NC(NC(C)=O)C(Cl)(Cl)Cl)sc2c1CCCC2 (configuration not stated)	·	7	-8	-5	·	·	-23	0.3
CC(C)CNC(=O)CSc1n[nH]c(=O)n1CCc1ccccc1	-3	4	-3	-6	-11	-3.3	-2	0.1
COCC(=O)Nc1ccc2c(c1)C(=O)N(C)C[C@@H](OC)[C@H](C)CN(C(=O)c1cccnc1)[C@@H](C)CO2	-5	2	1	-2	3	-4.7	-14	0.2
O=C(COc1ccccc1)NS(=O)(=O)c1ccc(Cl)cc1	0	9	-2	-2	2	0.5	-7	0.1
O=C(O)c1ccc(NC2=C/C(=N/S(=O)(=O)c3ccccc3)c3ccccc3C2=O)cc1	·	-53	-1	34	·	·	-4	0.0
CCCCOc1cccc(C(=O)NC(=S)Nc2cccc(C(F)(F)F)c2)c1	·	4	·	-5	5	·	·	0.0
Cc1ccccc1C(=O)N1CCC(C(=O)Nc2sccc2C(N)=O)CC1	-2	·	-2	-1	-1	-0.5	-4	0.3
Cc1ccc(S(=O)(=O)NC(=O)C2(C)CCN2C(=O)c2cccc(F)c2)cc1 (configuration not stated)	-2	30	2	·	1	-1.9	-5	0.0
COc1ccc2c3c([nH]c2c1)[C@@H](CO)N(C(=O)CN(C)C)CC31CN(CC2CCCC2)C1	·	21	8	·	·	-2.9	36	0.1
COCC(=O)N1C[C@H](C)[C@@H](OC)CN(C)C(=O)c2ccc(NC(=O)c3cnccn3)cc2OC[C@@H]1C	·	13	3	·	·	0.5	-11	0.0
Cc1ccc(CNC(=O)c2cc(-c3ccccc3)n(Cc3cc(C)no3)n2)cc1	6	-37	-1	0	-16	2.7	7	-0.1
CCc1nc2ccc(C(=O)N(C)CCCN(C)C)cn2c1N(CC)CCOC	-5	-1	-4	·	2	-0.9	-5	0.1
COC(=O)C(CO)Nc1ncnc2onc(-c3ccc(F)cc3)c12 (configuration not stated)	-6	10	-7	-6	5	2.3	-17	0.1
CCOC(=O)C1CCN(CCC(=O)Nc2cc(C)ccc2C)CC1	-5	·	-2	-6	0	1.1	-15	0.2
COCCN(CCOC)c1nc(-c2ccc(Cl)cc2)nc2ccccc12	-1	·	2	-16	0	-1.5	12	0.1
CCc1ccc(C(=O)Nc2nnn(CC)n2)cc1	-43	·	-11	-15	-13	-1.8	-9	·
CCCCCOP(=O)(c1ccccc1)c1ccccc1	·	10	-7	-5	-2	3.3	-8	0.0
Cc1onc(-c2ccccc2)c1C(=O)N/N=C/c1c[nH]c2ccccc12	2	-18	1	·	3	1.4	-93	0.0
CC(C)NC(NC(=O)/C=C/c1ccccc1)C(Cl)(Cl)Cl (configuration not stated)	·	·	6	3	·	-4.1	-10	-0.1
CCOc1ccc(-c2nc3n(c(=O)c2C#N)CCCS3)cc1	13	0	·	7	-1	·	·	·
COCc1nn2c(N)c(-c3ccccc3)cnc2c1-c1ccccc1	50*	2	0	-5	5	-0.5	-7	0.0
O=S(=O)(c1ccccc1F)N1CC[C@@H]2[C@H]1c1cc(-c3ccccc3F)ccc1N[C@@H]2CO	-4	12	-3	-11	-5	1.9	0	0.1
COc1ccc(OCCn2cnc(Cl)c2Cl)cc1	2	11	·	14	·	-0.1	-14	0.2
COc1cc(C(c2sc3nc(C)nn3c2O)N2CCOCC2)cc(OC)c1OC (configuration not stated)	2	6	2	-1	5	-0.7	-11	0.1
Cc1cc(NC(=O)CSc2nnc3ccccn23)no1	·	-5	4	-8	·	-4.2	-7	0.3
COc1ccc(N2CCN(C(=O)c3c(Cl)cnn3C)CC2)cc1	-11	-2	-1	3	2	1.2	-1	0.2
O=C(COc1ccccc1)N1CCc2ccccc21	·	2	2	-2	·	-2.1	-2	0.6
O=C(NS(=O)(=O)Oc1ccccc1F)OC[C@@H]1CCCN2CCCCC12 (some centres not stated)	-7	2	-5	22	-3	2.3	11	0.1
CC(c1ccco1)N(C(=O)c1ccc(F)cc1)c1ccccn1 (configuration not stated)	1	5	0	-2	-2	-1.9	-10	0.3
COc1ccccc1/C(C)=N/NC(=S)NCc1ccccc1	·	-16	-3	10	·	-1.1	-3	0.0
COc1ccc(/C=N/NC2=NCCCCC2)c(OC)c1	·	4	5	-2	·	2.1	-9	0.0
COc1ccccc1NC(=O)N(C)C[C@H]1Oc2ncc(C#CCC(C)C)cc2C(=O)N([C@@H](C)CO)C[C@@H]1C	2	-11	4	-10	1	1.4	6	-0.3
CN1CCN(C(=O)c2ccc(F)c(F)c2)CC1	3	·	-1	-1	1	2.9	-14	0.1
CC(=O)Nc1cccc(NC(=O)c2cc(-c3cccnc3)nc3ccc(Br)cc23)c1	7	-2	1	-9	6	-1.2	-61	·
O=C(O)/C=C/C(=O)NNc1ncnc2ccccc12	-2	18	-1	13	-3	-1.1	-10	0.1
CCCN(CC(=O)Nc1ccccc1C)C(=O)C1CC(=O)N(c2ccc(C)cc2)C1 (configuration not stated)	-2	4	3	-2	·	2.5	-8	0.2
CCCCNC(=O)c1cn(C)c2ccc(S(=O)(=O)N3CCCC3)cc2c1=O	-5	12	1	13	-1	0.3	-19	0.0
CCCCN(C)C(=O)c1nc2ccccn2c1CN(C)Cc1csc(C)n1	·	-1	2	·	·	2.3	-15	0.3
CN(Cc1ccccc1)C(=O)C1CCN(S(=O)(=O)c2ccc(-n3cnnn3)cc2)CC1	2	-14	-4	-1	-2	-0.7	1	0.0
CN(C)C(=O)c1ccc(-c2ccc3c(c2)[C@@H]2[C@@H](CCN2C(=O)c2ccc4c(c2)OCO4)[C@H](CO)N3)cc1	6	-1	·	·	-4	-1.0	·	0.0
CCN1CCN(C(=O)N(c2ccccc2)c2ccccc2)CC1	6	-3	2	-6	-9	1.8	-13	0.4
CS(=O)(=O)N1CCN(C(=O)NC2CCCCC2)CC1	·	-1	0	-23	·	-0.1	7	0.1
CCCC#Cc1cnc2c(c1)C(=O)N([C@@H](C)CO)C[C@@H](C)[C@H](CN(C)C(=O)C1CCC1)O2	4	-3	1	0	0	-2.8	-6	0.2
COCC(=O)Nc1ccc2c(c1)C(=O)N(C)[C@@H]1CC[C@@H](CC(=O)NC3Cc4ccccc4C3)O[C@H]1CO2	0	6	1	-11	-3	-0.7	4	0.0
Cc1[nH]cnc1CN1CCc2c(c3ccccc3n2C)C1=O	-1	·	3	28*	1	1.2	10	0.0
COc1ccc(CCn2c(=O)c3cccnc3n(Cc3cccc([N+](=O)[O-])c3)c2=O)cc1OC	·	-1	6	5	·	-2.3	-4	0.2
CC1CCN(CCCCOc2ccccc2-c2ccccc2)CC1	-14	-18	-3	2	-1	3.4	7	0.0
CCCc1nnc(SCC(=O)Nc2cccc(C(F)(F)F)c2)o1	-4	-6	-4	-3	·	2.0	-9	-0.1
COc1ccc(NC(=O)CN(C)C(=O)C(C)N2C(=O)c3ccccc3C2=O)cc1 (configuration not stated)	·	25	1	-6	·	1.0	-5	0.0

Three compounds from above, arranged by molar mass, smallest number first.
compound	esBAF inh	GSIS activator	ERAP1 inh	ARNT TACC3 PPI	RAD54 branch	F508del corr	RAD52 anneal inh	XiGFP reactiv
COc1ccc(N2CCN(C(=O)c3c(Cl)cnn3C)CC2)cc1	-11	-2	-1	3	2	1.2	-1	0.2
Cc1onc(-c2ccccc2)c1C(=O)N/N=C/c1c[nH]c2ccccc12	2	-18	1	·	3	1.4	-93	0.0
CCCCNC(=O)c1cn(C)c2ccc(S(=O)(=O)N3CCCC3)cc2c1=O	-5	12	1	13	-1	0.3	-19	0.0

The results go on:
compound	esBAF inh	GSIS activator	ERAP1 inh	ARNT TACC3 PPI	RAD54 branch	F508del corr	RAD52 anneal inh	XiGFP reactiv
COc1ccc(CNS(=O)(=O)c2ccccc2Br)c(OC)c1	·	5	-1	·	·	3.3	1	-0.1
O=C(c1ccccn1)N1C[C@@H]2[C@H](c3ccccc31)[C@@H](CO)N2C(=O)Cc1ccccc1	-2	16	-3	34	-2	-1.5	-6	0.4
COc1cc2c(cc1OC)C(C)N(CCN1C(=O)c3ccccc3C1=O)CC2 (configuration not stated)	·	21	-5	-3	·	0.7	-3	0.3
Cc1ccccc1S(=O)(=O)c1c(C)cc(C)n(C)c1=O	·	2	0	-28	·	-2.8	-8	0.0
COc1ccccc1N1CCN(/N=C\c2ccccc2)CC1	36	-3	0	11	-6	-2.2	-7	0.1
Cn1cnc2c(NCc3ccco3)ncnc21	5	-9	0	6	2	-3.9	-11	·
COc1ccc(CCNC(=O)c2cc3c(=O)n(C)c4ccccc4c3n2C)cc1OC	·	5	-5	-3	-5	-1.7	-14	-0.2
O=C1C(O)CCN1C1CCCCC1 (configuration not stated)	-2	13	-1	-6	3	-1.2	-6	0.0
COc1ccc(S(=O)(=O)N(C)C[C@H]2OCCCC[C@H](C)Oc3ccc(NC(=O)Nc4ccc(C(F)(F)F)cc4)cc3C(=O)N([C@@H](C)CO)C[C@@H]2C)cc1	-7	-18	-2	-7	4	-2.0	-3	-0.6
CCc1nnc(NC(=O)CSc2nc(C)c3c(c2C#N)CCCC3)s1	8	38	-3	-2	4	0.7	-22	·
CCC(C)NC(=O)c1ccc(NC(=O)C2=C(C)OCCS2)cc1 (configuration not stated)	8	-1	-3	3	-14	2.7	1	-0.1
C[C@@H]1CN([C@@H](C)CO)C(=O)c2cc(NC(=O)Nc3cccc4ccccc34)ccc2O[C@@H](C)CCCCO[C@@H]1CN(C)S(=O)(=O)c1cccs1	2	17	·	-10	3	2.7	·	-0.6
O=C(NCCN1CCOCC1)c1ccc2c(c1)N(Cc1ccccc1F)C(=O)c1ccccc1S2(=O)=O	-1	2	2	3	-8	2.1	0	0.0
COC(=O)c1ccccc1NC(=O)c1ccco1	-3	7	·	-2	1	·	·	·
C[C@H](CO)N1C[C@H](C)[C@@H](CN(C)C(=O)C2CCC2)Oc2ncc(/C=C/c3ccccc3)cc2C1=O	-3	-12	1	0	-6	-2.6	6	-1.3
